Vif-APOBEC3G blk – qHTS for Inhibitors of Vif-A3G Interactions: qHTS; Potency, µM (series often up to 46.1 µM), without a hit: top-dose activity, negative = active, hits mostly inhibitors; HeLa A3G-eYFP + Vif (tagged APOBEC3G with the HIV-1 protein that degrades it), YFP fluorescence, overnight; DNA dC->dU-editing enzyme APOBEC-3G (Homo sapiens), Q9HC16; 410,000 compounds, 0.076% hits;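 note: potency is the fitted concentration of half-maximal effect; % is set by controls: 0 for no effect and ±100 for the full control effect; nearly all actives have a fitted effect of over 60% in size; hits raise eYFP signal because A3G escapes Vif-driven loss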
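HeLa cells stably expressing Vif and C-terminally eYFP-tagged A3G, seeded overnight at 37 deg C, then exposed to compound by pintool overnight at 37 deg C. Rise in yellow fluorescence (Ex 488/Em 500-530, Acumen) marks blocked Vif-driven A3G degradation.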
D2 potentiator – HTS Assay for Positive Allosteric Modulators of the Human D2 Dopamine Receptor: Primary Screen for Potentiators | 340,000 compounds, 0.34% hits | potentiation, % at 10 µM | HEK293 T-REx D2, calcium flux, EC20 dopamine potentiation | D(2) dopamine receptor (Homo sapiens), P14416 | AID 485347, 2010;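 active = potentiation over 3 SD above the plate norm, cut at about 30% in these data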; note: 0% is about no effect
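Using a no-wash calcium dye in inducible, force-coupled HEK293 Trex cells expressing D2, we tracked fluorescence each second for 180 s after compound, then for 180 s after EC20 dopamine to detect augmented signalling.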
Glioma ERSR ind – qHTS for Inducers of the Endoplasmic Reticulum Stress Response (ERSR) in Human Glioma: qHTS; U87-MG GRP78 promoter luciferase reporter, 16 h; Potency, µM, without a hit: top-dose activation, usual class: activators; 420,000 compounds, 0.02% hits; AID 602332, 2012; note: potency is the fitted concentration of half-maximal effect; series mostly up to about 76 µM; % of control where 0% means no effect; nearly all actives have a fitted effect of over 35% in size
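ERSR induction read as luciferase luminescence (Bright-Glo, 10 min at room temperature) in stably transfected human U87-MG glioma cells exposed to compounds for 16 h, using GRP78 as sensor.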
Vif-APOBEC3F blk – qHTS for Inhibitors of Vif-A3F Interactions: qHTS; HeLa A3F-eYFP + Vif (tagged APOBEC3F with the HIV-1 protein that degrades it), YFP fluorescence increase; Potency, µM (doses to about 46.1 µM), for the others: at the top dose activity, negative = active; 390,000 compounds, 0.2% hits; AID 602313, 2012; note: potency is the fitted concentration of half-maximal effect; % of control where 0% means no effect; nearly all actives have a fitted effect of over 65% in size
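HeLa cells stably expressing Vif plus C-terminally eYFP-tagged A3F were seeded, incubated overnight at 37 deg C, dosed with compound, incubated overnight again at 37 deg C. Yellow fluorescence (Ex 488/Em 500-530) reported blocked Vif-mediated A3F-eYFP degradation.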
D1 agonist – Allosteric Agonists of the Human D1 Dopamine Receptor: qHTS | HEK293 T-REx D1 cells, calcium flux, agonist mode | activation, % at 2 µM | 360,000 compounds, 1% hits | AID 504660, 2011; in the data active = activation above about 30%; note: 0% is about no effect
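Inducible HEK293 T-REx D1 cells, force-coupled to calcium signalling, were plated at 4000 cells/well with tetracycline and held overnight at 30 C. After no-wash calcium dye loading, compound-evoked calcium rise over 180 s flagged agonists.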
RXFP1 ag – qHTS Assay for Agonists of the Relaxin Receptor RXFP1 | Relaxin receptor 1 (Homo sapiens), Q9HBX9 | HEK293T-RXFP1 cAMP TR-FRET, 30 min; response scale: percent of porcine relaxin response, buffer zero | Potency, µM (top dose mostly 57.5 µM), inactives show at the top dose activation, usual class: activators | 370,000 compounds, 0.3% hits; note: potency is the fitted concentration of half-maximal effect; % is set by controls: 0 for no effect and ±100 for the full control effect; nearly all actives have a fitted effect of over 60% in size; many of its hits are not listed in these tables
Target sequence (Q9HBX9 whole entry, looked up): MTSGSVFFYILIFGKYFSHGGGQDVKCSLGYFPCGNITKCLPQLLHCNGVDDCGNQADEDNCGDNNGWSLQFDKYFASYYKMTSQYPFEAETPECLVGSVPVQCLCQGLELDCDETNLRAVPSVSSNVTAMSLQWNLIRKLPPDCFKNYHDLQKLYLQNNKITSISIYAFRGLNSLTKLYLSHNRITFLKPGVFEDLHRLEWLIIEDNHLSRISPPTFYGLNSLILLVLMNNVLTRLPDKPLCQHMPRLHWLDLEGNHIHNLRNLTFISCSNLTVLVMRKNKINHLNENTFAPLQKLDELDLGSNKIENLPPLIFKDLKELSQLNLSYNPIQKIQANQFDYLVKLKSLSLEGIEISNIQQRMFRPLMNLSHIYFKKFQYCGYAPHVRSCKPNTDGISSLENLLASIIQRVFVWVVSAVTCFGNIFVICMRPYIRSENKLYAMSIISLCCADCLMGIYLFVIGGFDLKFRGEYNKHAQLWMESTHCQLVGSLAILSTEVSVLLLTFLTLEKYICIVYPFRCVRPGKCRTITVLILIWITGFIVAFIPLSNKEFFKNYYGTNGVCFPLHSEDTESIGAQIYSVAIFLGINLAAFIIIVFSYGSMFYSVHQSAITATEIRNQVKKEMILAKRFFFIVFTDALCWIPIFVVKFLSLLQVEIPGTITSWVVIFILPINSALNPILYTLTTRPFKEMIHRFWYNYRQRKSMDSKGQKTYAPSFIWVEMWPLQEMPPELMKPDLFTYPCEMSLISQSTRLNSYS
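Agonist response is measured as cAMP accumulation in an RXFP1-transfected HEK293T line under PDE4 inhibition. Values are scaled between buffer-only and 29 nM porcine relaxin, and EC50s come from standard Hill equation fits.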
D1 potentiator – Potentiators of Human D1 Dopamine Receptor: qHTS. D(1A) dopamine receptor (Homo sapiens), P21728. HEK293 TREx D1 cells, calcium flux, dopamine EC20 potentiation. potentiation, % at 10 µM. 360,000 compounds, 0.036% hits; in the data active = potentiation above about 30%; note: 0% is about no effect
RXFP1 antag – qHTS Assay for Antagonists of the Relaxin Receptor RXFP1 | Relaxin receptor 1 (Homo sapiens), Q9HBX9 | HEK293-RXFP1, relaxin-stimulated cAMP HTRF, 30 min; active compounds read low | 350,000 compounds, 0.59% hits | activity change, negative = inhibition, % at 57.5 µM;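 active = activity change of -60% or lower, but not beyond a set lower limit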; note: % is set by controls: 0 for no effect and ±100 for the full control effect
D1 antagonist – Antagonist of Human D 1 Dopamine Receptor: qHTS; D(1A) dopamine receptor (Homo sapiens), P21728; HEK293 TREx D1 cells, calcium flux, dopamine EC80; active compounds read low; activity change, negative = inhibition, % at 10 µM; 360,000 compounds, 3.2% hits; AID 504652, 2011; in the data active = activity change below about -30%; note: % is set by controls: 0 for no effect and ±100 for the full control effect
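Inducible Hek293 Trex D1 cells (tetracycline, overnight, 30 C). Calcium dye 30–90 min RT. Antagonist mode: EC80 dopamine added after 180 s compound read.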
* hit, by the source's call; / = not tested or not shown; & = joins results of further samples. Unless noted, calls come from the whole dose curve; as a rule, active = well fitted curve in the direction sought with a large enough effect; inconclusive = small, poorly fitted or top-dose-only effect, or another doubt; inactive = no such curve, though single readings can be large; an effect the other way counts as inactive or inconclusive. These rows are one share of the data (hit frequency here may not be typical).

SMILES | Vif-APOBEC3G blk | D2 potentiator | Glioma ERSR ind | Vif-APOBEC3F blk | D1 agonist | RXFP1 ag | D1 potentiator | RXFP1 antag | D1 antagonist
COc1ccc(CCNC(=O)CSc2nc(O)c(C(C)C)c(=O)[nH]2)cc1OC | 0% | 11 | -3% | 5% | 0 | -3.3% | -2 | 14 | -10
O=C(COc1ccccc1)Nc1ccc(S(=O)(=O)N2CCCC2)cc1 | 1% | -10 | -5% | -2% | 3 | -0.5% | 0 | / | 3
CCOc1ccc(C(=O)NCC(=O)OCC(=O)Nc2cccc(S(=O)(=O)N3CCCC3)c2)cc1 | -3% | 13 | 3% | 1% | 0 | 4.2% | -4 | 3 | 4
COc1ccccc1NC(=S)NCc1ccc2c(c1)OCO2 | -6% | -2 | -2% | -5% | 3 | -0.2% | -3 | 0 | -2
CCN(C(=O)c1c(C)oc2ncnc(N3CCCCC3)c12)c1cc(C)ccc1C | -3% | 2 | -3% | 3% | -1 | -2.8% | -1 | -2 | 7
NNc1nc(-c2ccccc2)nc(-c2ccccc2)c1Br | -1% | / | -5% | 1% | / | / | / | 0 | /
COc1cc(NC(=O)NCC2CCN(Cc3ccccc3Cl)CC2)cc(OC)c1OC | 0%&-6% | -8&-20 | -1%&-2% | -1%&4% | 1&-1 | -1.9%&1.2% | -12&-1 | 3&-14 | -6&11
O=C(NCCc1csc(-c2cccnc2)n1)c1ccc(Cl)cc1 | 1% | -14 | -1% | 0% | 0 | 2.9% | -3 | 3 | 4
COc1cc(Cl)c(CC(=O)c2c[nH]c3ccccc23)cc1OC | -10% | -3 | -4% | -1% | 14 | 0.0% | -6 | -30 | -24
Cc1c(C(=O)NC2CCCc3ccccc32)oc2ccc(S(=O)(=O)N3CCOCC3)cc12 (centres undefined) | 0% | 7 | 0% | 1% | 8 | 0.7% | 3 | -3 | 15
CCc1[nH]nc(C(=O)N2CCCC(Nc3cccc(F)c3)C2)c1C (centres undefined) | -3% | 11 | 3% | -22% | 5 | 0.9% | 0 | -3 | 14
CCN(CC)C(=S)NC(=O)C12CC3CC(CC(C3)C1)C2 | 3% | 0 | -3% | 1% | 3 | 1.7% | 7 | -8 | -16
CN(C)S(=O)(=O)c1cccc(NC(=O)c2sccc2-c2ccccc2)c1 | 0% | -10 | -3% | -4% | 2 | 3.5% | -15 | -4 | -17
CCc1c(C)nc2ncnn2c1N1CCCC(C(=O)Nc2cc(F)ccc2C)C1 (centres undefined) | 1% | -8 | -4% | 1% | 2 | 3.9% | -2 | 6 | -16
CC(=O)N1CCN(c2ccccc2NC(=O)Cc2ccc(Cl)cc2)CC1 | -4% | / | -2% | -3% | 1 | -0.5% | 2 | -7 | -4
Cc1cc(N2C(=O)CCC2=O)ccc1NC(=O)c1cccs1 | -3% | -4 | -4% | -7% | 2 | -0.5% | -4 | 2 | 5
C=C1CCN([C@@H](C)C(=O)NCc2cc(OC)c(OC)c(OC)c2)S(=O)(=O)c2ccccc21 | 1% | 1 | -3% | 1% | 4 | 2.3% | -5 | / | -7
Cc1cn(C)c(=O)n(C)c1=O | 0% | 2 | -4% | 2% | 3 | 1.6% | -4 | / | 6
C=C1CCC(C)C(C)(CCC2=CCOC2=O)C/C=C\C=C/1C(=O)O (centres undefined) | 0% | 0 | -2% | -7% | 3 | -0.6% | -3 | 12 | -8
Cc1ccc(C2=NOC3(CC(=O)N(c4ccc(C)cc4)C3=O)C2)cc1 (centres undefined) | 0% | 0 | -3% | -4% | 4 | -0.8% | -2 | -10 | -12
CC(C)n1c(=S)[nH]c2scc(-c3cccs3)c2c1=O | -11% | 6 | -2% | 1% | 2 | 28% | -1 | -2 | -1
C=CCC(C#Cc1ccccc1)N(C)C (centres undefined) | 1% | -6 | -5% | 2% | 1 | 0.0% | -3 | -4 | 5
O=C(c1ccc(OCc2cn3ccccc3n2)cc1)N1CCN(S(=O)(=O)c2ccccc2F)CC1 | 1% | 10 | 3% | 11% | 11 | 0.4% | -5 | -2 | 5
CCN(CC)CCn1c(NCc2ccccn2)nc2ccccc21 | 1% | -17 | -4% | -1% | 3 | 1.1% | -1 | -7 | -3
C=C(C(=O)Nc1ccccc1)c1ccc(C)cc1 | 0% | / | -1% | 3% | 4 | -1.2% | 3 | / | -49*

Two entries from above, field by field:
> Cc1c(C(=O)NC2CCCc3ccccc32)oc2ccc(S(=O)(=O)N3CCOCC3)cc12 (centres undefined)
  Vif-APOBEC3G blk = 0% | D2 potentiator = 7 | Glioma ERSR ind = 0% | Vif-APOBEC3F blk = 1% | D1 agonist = 8 | RXFP1 ag = 0.7% | D1 potentiator = 3 | RXFP1 antag = -3 | D1 antagonist = 15

> CCc1[nH]nc(C(=O)N2CCCC(Nc3cccc(F)c3)C2)c1C (centres undefined)
  Vif-APOBEC3G blk = -3% | D2 potentiator = 11 | Glioma ERSR ind = 3% | Vif-APOBEC3F blk = -22% | D1 agonist = 5 | RXFP1 ag = 0.9% | D1 potentiator = 0 | RXFP1 antag = -3 | D1 antagonist = 14

Next part.
SMILES | Vif-APOBEC3G blk | D2 potentiator | Glioma ERSR ind | Vif-APOBEC3F blk | D1 agonist | RXFP1 ag | D1 potentiator | RXFP1 antag | D1 antagonist
COCCNC(=S)NC1CC2CCCC(C1)N2Cc1cccs1 (centres undefined) | 2% | -20 | -2% | -13% | -1 | 0.3% | -4 | -10 | 2
COc1ccc2c(=O)c(-c3cnn(-c4ccccc4)c3)c(C)oc2c1 | 0% | 7 | 0% | -2% | 2 | 2.6% | -4 | -15 | -10
CCc1cc(=S)n2c([nH]c3ccccc32)c1C#N | -2% | 32* | -3% | 2% | 3 | 2.3% | 1 | -10 | -14
O=C(CNC(=O)c1nn(Cc2ccccc2)c(=O)c2ccccc12)Nc1ccc(F)c(F)c1F | 0% | / | -3% | 3% | / | / | / | 18 | /
CCOc1ccc(CN(C)CC(=O)Nc2ccc3c(c2)CCC3)cc1OC | 0% | -2 | 1% | 13% | 5 | 2.9% | -4 | -21 | -12
CCOC(=O)c1ccccc1NC(=O)CSc1nc2c(sc(=S)n2CC)c(=O)[nH]1 | 6% | / | 7% | -17% | / | / | / | -6 | /
Cc1csc(NC(=O)c2cccc(S(=O)(=O)N3CCN(C)CC3)c2)n1 | 0% | 5 | -1% | -10% | -2 | 0.6% | -2 | -9 | -6
Cc1cc(NC(=O)CCN2C(=O)/C(=C/c3ccccc3Cl)SC2=S)no1 | -2% | 9 | -2% | -13% | 4 | 1.4% | -9 | 1 | -15
CCOC(=O)c1sc(NC(=O)CSC(=S)N2CCOCC2)nc1C | -8% | / | 4% | 2% | 3 | -1.2% | -5 | -5 | -3
COc1ccc(S(N)(=O)=O)cc1C(=O)NNC(=O)c1cccc(S(=O)(=O)N2CCOCC2)c1 | 0% | / | -5% | -10% | / | / | / | 4 | /
O=C(Nc1cccc2ccccc12)OCc1ccccc1 | -4% | / | -1% | 4% | / | / | / | -2 | /
Cc1ccc(C(OC(=O)c2ccco2)C(=O)NC2CCCC2)cc1 (centres undefined) | -3% | 5 | -6% | -107% | -1 | 0.6% | -6 | -3 | -3
CN(C)S(=O)(=O)c1ccc(NC(=O)N2CCN(c3ccccc3)CC2)cc1 | -2% | 22 | -3% | 6% | 2 | 3.7% | 0 | 6 | -2
CCOc1ccc(N2C(=O)CC(N(CCc3ccc(OC)c(OC)c3)C(=O)/C=C/C(=O)O)C2=O)cc1 (centres undefined) | 0% | 0 | -1% | -2% | 2 | 2.0% | -3 | -5 | 10
Cc1noc2ncnc(Sc3c(Cl)cccc3Cl)c12 | -24% | -3 | -19% | -2% | 2 | 1.9% | -2 | -10 | -9
Clc1ccc(Cn2cccc2C2=NCCO2)cc1 | -5% | -4 | -1% | -6% | 6 | -1.2% | -5 | -2 | 7
CC1CC1C(=O)N1CCN(S(=O)(=O)c2cccc(F)c2)CC1 (centres undefined) | -3% | 20 | -6% | 8% | -1 | 1.2% | 1 | -4 | 2
COc1ccc(OCCCC(=O)NNC(=O)CCN2CCN(c3ccccc3)CC2)cc1 | 0% | -24 | -3% | 2% | 4 | -1.6% | -2 | -3 | -6
COCCSc1nnc(NC(=O)COC)s1 | -1% | -22 | -4% | 0% | 2 | 1.9% | -13 | 1 | -1
O=C(Nc1ccccc1)Nc1scc2c1c(=O)oc1ccccc12 | 2% | 4 | 3% | 1% | 1 | 6.7% | 1 | 1 | 9

Look-ups from the results shown:
O=C(Nc1ccccc1)Nc1scc2c1c(=O)oc1ccccc12 @ Vif-APOBEC3G blk: 2%
Cc1ccc(C2=NOC3(CC(=O)N(c4ccc(C)cc4)C3=O)C2)cc1 (centres undefined) @ D1 antagonist: -12
CCOC(=O)c1sc(NC(=O)CSC(=S)N2CCOCC2)nc1C @ Vif-APOBEC3F blk: 2%
Cc1c(C(=O)NC2CCCc3ccccc32)oc2ccc(S(=O)(=O)N3CCOCC3)cc12 (centres undefined) @ D1 potentiator: 3
O=C(c1ccc(OCc2cn3ccccc3n2)cc1)N1CCN(S(=O)(=O)c2ccccc2F)CC1 @ Glioma ERSR ind: 3%

High-throughput results: PubChem BioAssay, National Center for Advancing Translational Sciences (NCATS)
